Assay outcomes (PubChem)
M1 PAM: positive allosteric modulators of human M1 muscarinic receptor; P11229; CHO-K1 hM1, Fluo-8 calcium fluorescence, ACh EC20; 0% = ACh EC20, 100% = maximal ACh; activation, % at 3 µM; 360,000 compounds, 0.088% hits; AID 588819; in the data active = activation above about 19%, passing the limit was not always enough
Target sequence (P11229 whole entry, looked up): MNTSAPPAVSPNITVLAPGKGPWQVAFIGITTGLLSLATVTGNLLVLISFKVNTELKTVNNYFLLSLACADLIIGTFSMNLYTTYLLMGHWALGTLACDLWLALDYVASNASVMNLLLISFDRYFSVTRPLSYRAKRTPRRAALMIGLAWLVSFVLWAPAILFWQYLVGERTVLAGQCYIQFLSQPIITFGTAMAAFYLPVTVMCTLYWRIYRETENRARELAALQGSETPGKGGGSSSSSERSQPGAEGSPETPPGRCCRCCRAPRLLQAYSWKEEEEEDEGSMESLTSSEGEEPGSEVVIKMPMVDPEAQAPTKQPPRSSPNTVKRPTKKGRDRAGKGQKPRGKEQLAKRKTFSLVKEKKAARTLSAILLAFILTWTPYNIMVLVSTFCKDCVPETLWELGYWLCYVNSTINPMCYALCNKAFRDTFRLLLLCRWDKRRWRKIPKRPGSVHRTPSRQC
M5 PAM: positive allosteric modulators of human muscarinic M5 receptor | P08912 | CHO-K1 hM5, Fluo-8 calcium, ACh EC20 PAM; 0% = ACh EC20, 100% = ACh EC100 | activation, % at 3 µM | 360,000 compounds, 0.3% hits | AID 624038;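 active = activation above the run cutoff, the mean activation of all test compounds plus 3 SD, cut at about 18% in these data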
Target sequence (P08912 whole entry, looked up): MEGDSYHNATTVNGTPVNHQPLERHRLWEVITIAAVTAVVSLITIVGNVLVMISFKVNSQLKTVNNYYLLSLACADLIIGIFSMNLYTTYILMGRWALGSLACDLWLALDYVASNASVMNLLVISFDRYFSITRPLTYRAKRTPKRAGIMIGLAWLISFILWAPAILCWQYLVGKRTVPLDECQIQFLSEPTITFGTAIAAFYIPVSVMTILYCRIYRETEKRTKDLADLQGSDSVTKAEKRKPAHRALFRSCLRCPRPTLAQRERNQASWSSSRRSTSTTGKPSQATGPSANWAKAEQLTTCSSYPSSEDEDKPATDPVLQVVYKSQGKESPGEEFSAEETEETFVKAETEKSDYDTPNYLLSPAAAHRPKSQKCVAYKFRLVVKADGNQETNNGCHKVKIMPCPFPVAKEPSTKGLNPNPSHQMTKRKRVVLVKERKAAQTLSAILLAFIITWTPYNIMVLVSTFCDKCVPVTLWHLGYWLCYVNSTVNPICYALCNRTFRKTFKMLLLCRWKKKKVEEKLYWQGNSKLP
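Test system: CHO-K1 hM5 cells / Doses: single-point, 3 µM nominal / Times: Post-acetylcholine fluorescence recording 140 s / Technique: Fluo-8 calcium fluorescence / Measure: Max/basal fluorescence ratio as % of EC20–EC100 ACh window / Benchmarks: low control EC20 acetylcholine (0%), high control EC100 acetylcholine (100%) / Replicates: one well per compound, no replicates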
M4 antag: antagonists of human muscarinic M4 receptor (CHRM4). inhibition, % at 3 µM. 360,000 compounds, 0.73% hits. CHO-hM4 cells, ACh EC80, Fluo-8 calcium fluorescence;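 active = inhibition above its plate's cutoff, the mean inhibition of sample wells plus 3 SD, cut at about 27% in these data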;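 note: 0% = acetylcholine EC80 with DMSO and 100% = DMSO without agonist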
M5 antag: antagonists of human muscarinic M5 receptor (CHRM5); 360,000 compounds, 0.59% hits; inhibition, % at 3 µM; AID 624040; CHO-hM5 cells, Fluo-8 calcium fluorescence, ACh EC80; P08912;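 active = inhibition above a per-plate cutoff, the mean of that plate's test compounds plus 3 SD, cut at about 27% in these data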;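 note: 0% = acetylcholine EC80 with DMSO and 100% = DMSO without agonist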
CRFR2-BP ag: CRF-BP/CRF-R2 complex agonism | HEK293 CRF-R2/CRF-BP, calcium dye fluorescence (FLIPR); percent of saturating CRF peptide response | activation, % at 13.2 µM | 350,000 compounds, 0.46% hits | AID 588473;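 active = activation of at least 50%, plus an integration ratio under a set limit after plate pattern correction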;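 note: plate controls were neutral control wells without compound for no effect and CRF at EC100 for full effect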
M4 PAM: potentiates acetylcholine response at human M4 receptor | P08173 | CHO-K1 hM4/Gqi5, Fluo-8 calcium fluorescence, ACh EC20; 0% = ACh EC20, 100% = maximal ACh | activation, % at 3 µM | 360,000 compounds, 0.4% hits | AID 624126;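 active = activation above its plate's cutoff, the mean activation of sample wells plus 3 SD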; note: some results filed as inactive read as strong as hits
CHRM4 agonist: CHRM4 agonism in calcium assay. CHO-K1 hM4/Gqi5, Fluo-8 calcium fluorescence; vehicle 0%, full acetylcholine response 100%. activation, % at 3 µM. 360,000 compounds, 0.14% hits. AID 624127;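 active = activation above the run mean over all test wells plus 3 SD, cut at about 32% in these data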;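 note: peak over basal fluorescence ratio per well then scaled between controls; 0% = DMSO wells and 100% = acetylcholine at EC100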
M1 antag: antagonists of human M1 muscarinic receptor | P11229 | CHO-K1 hM1, Fluo-8 calcium fluorescence, ACh EC80 antagonist | inhibition, % at 3 µM | 360,000 compounds, 1.3% hits | AID 588852;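 active = percent inhibition above its own plate's cutoff, namely the mean of that plate's compound wells plus 3 SD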;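 note: peak over basal fluorescence ratio during 140 s after agonist addition; 0% = ACh EC80 plus DMSO and 100% = DMSO alone without agonist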
CHRM5 agonist: agonists of human muscarinic M5 receptor (CHRM5). P08912. CHO-K1 hM5 cells, Fluo-8 calcium fluorescence; 0% DMSO wells, 100% maximal acetylcholine response. activation, % at 3 µM. 360,000 compounds, 0.19% hits;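 active = activation above the run's mean over test compounds plus 3 SD, cut at about 23% in these data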;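 note: signal is peak over basal fluorescence ratio across the kinetic read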
* hit, by the source's call; nt = not tested or not shown; & = joins results of further samples.

mol	M1 PAM	M5 PAM	M4 antag	M5 antag	CRFR2-BP ag	M4 PAM	CHRM4 agonist	M1 antag	CHRM5 agonist
O=C(Nc1cccc(F)c1)c1ccc(S(=O)(=O)N2CCCCC2)cc1	-3	-11	-33	-15	0.9	-3	21	3	-2
CCN(CC)C(=O)N1CCN(C(=O)c2ccc(C)cn2)CC1	3	-3	3	-1	0.7	2	0	-10	-2
O=C1c2[nH]c3ccccc3c2CC1N1C(=O)c2ccccc2C1=O (stereo not given)	-12	-9	9	4	-3.0	-11	14	12	5
CCN(CC)CCN(Cc1cc2cc3c(cc2[nH]c1=O)OCO3)C(=S)NCCCOC	10	-1	4	3	-0.1	-2	1	-12	1
Cc1nn(Cc2ccc(Cl)cc2)c2sc(C(=O)OCC(N)=O)cc12	3	-3	-5	-2	-1.8	0	1	6	3
COc1cccc(CNc2ccc3[nH]c(=O)[nH]c3c2)c1OCc1ccccc1Cl	10	7	6	-8	-0.1	1	7	-9	6
CCNc1nc(CN2CCOCC2)nc2sc3c(c12)CCC3	6	1	-3	3	-4.9	2	-1	-5	-6
O=C(NC(=S)NCCC1=CCCCC1)c1ccc(Br)o1	-3	-4	-3	5	0.0	-4	-2	-2	-5
CCOc1cc(N2CCOCC2)c(OCC)cc1NC(=O)COC(=O)CCOc1ccc(C(C)(C)C)cc1	3	-2	-4	8	-0.5	3	1	-9	0
CCN1C(=O)[C@H]2[C@@H](c3ccc(OC)cc3)N3C(=O)CN(Cc4ccccc4)C(=O)[C@@]3(Cc3ccccc3)[C@H]2C1=O	0	-3	11	3	-0.6	10	3	6	1
CC(C(=O)NCC1CCCCC1)N(C)Cc1cccc(Cl)c1 (stereo not given)	1	11	12	5	17	-5	nt	2	-4
CCOc1ccc(NS(=O)(=O)c2ccc(C(=O)N3CCN(c4ncccn4)CC3)cc2)cc1	-5	-27	-6	18	7.5	-6	19	11	14
Cc1ccc2nc(N(CCCN(C)C)C(=O)CS(=O)(=O)c3ccccc3)sc2c1	7	-2	4	9	1.9	-3	2	-1	-6
CCOc1ccc(CN2CCNC(=O)C2CC(=O)NCCN2CCOC2=O)cc1 (stereo not given)	6	-2	4	8	3.1	-4	0	2	-1
O=C(Cn1nc(-c2ccccc2)ccc1=O)NCc1ccc2c(c1)OCO2	13	-1	-2	-2	-0.2	-2	4	-18	0
CC(=O)NNC(=S)Nc1cccc(F)c1	5	5	-12	-5	-1.6	0	1	-3	4
CCCCNC(=O)n1c(SC)nc2ccccc21	8	7	-4	-7	-0.6	6	0	-25	-2
COc1cccc(C(=O)/C=C/c2ccc(SC)cc2)c1	2	2	4	3	5.5	12	-1	-2	-3
O=C(NCc1ccccc1)c1cc(C2COCCN2C(=O)c2ccc(Cl)cc2)on1 (stereo not given)	6	3	-14	-3	nt	5	2	-18	0
COc1cc(C)c(Br)cc1S(=O)(=O)NCc1ccncc1	0	-11	11	11	-1.8	-8	12	12	7
O=S(=O)(CCC1CCCCN1)c1ccccc1 (stereo not given)	8	1	1	0	-0.1	-2	2	-16	-1
CSc1ccc(C2c3[nH]c4ccccc4c3CCN2C(=O)c2ccnn2C)cc1 (stereo not given)	2	-5	14	6	0.1	-12	15	8	1
CC1=CN2C(=N)/C(=C/c3ccc(C)o3)C(=O)N=C2S1	-1	-7	1	11	-1.5	-3	1	-3	-1
Cc1cccc(Cn2nc(-n3cccc3)c3c(C)cc(C)nc32)c1	-2	1	0	3	0.3	-1	-2	1	-5
COc1cc(C(C)=O)ccc1Oc1ccc(S(=O)(=O)N2CCOCC2)cn1	4	-1	6	22	0.3	1	3	-3	1
c1ccc(COc2ccc(CNn3cnnc3)cc2)cc1	3	3	9	-2	0.1	7	2	-3	3
COc1cc(/C=C(/C#N)c2nc3ccccc3[nH]2)ccc1OCC(=O)Nc1ccccc1C(C)C	-3	-6	2	2	-1.0	6	3	8	3
Cc1ccc(NC(=O)CCNS(=O)(=O)c2ccc3c(c2)CCC(=O)N3)cc1F	19	0	-22	-3	-2.8	6	2	-16	-1
O=[N+]([O-])c1ccccc1S(=O)(=O)N1CCN(c2ccc(F)cc2)CC1	4	-3	-1	5	-0.2	0	5	-9	3
COCCCn1cc(CN2CC(N3CCCC3)CS2(=O)=O)nn1 (stereo not given)	nt	2	-15	-1	nt	17	1	nt	2
NC(=O)C1CCN(C(=O)CSc2nc(O)cc(=O)[nH]2)CC1	9	1	-8	4	0.6	-2	0	-15	2
O=C(C1CC(=O)N(c2ccc(F)cc2)C1)N1CCC(c2nc3ccccc3[nH]2)CC1 (stereo not given)	-5	1	1	-3	-0.8	-4	0	4	0
Cc1ccc(S(=O)(=O)N/N=C/c2ccc3nccnc3c2)cc1	6	5	3	11	-0.2	6	1	-9	-4
COc1ccccc1NC(=O)NC1CCS(=O)(=O)C1 (stereo not given)	16	6	-9	-3	-1.2	3	2	-18	-1
O=C(COc1ccccc1Cl)NC1CC1	7	0	7	6	-1.3	-4	1	-4	-2
Cc1ccc(NC(=O)Cn2c(=O)oc3cc(S(=O)(=O)N4CCC(C)CC4)ccc32)cc1C	-4	-14	-6	17	0.0	2	10	9	2
Cc1ccc(S(=O)(=O)NCCC(=O)OC(C)C(=O)NC2CC2)cc1 (stereo not given)	1	-1	-8	2	1.5	0	0	-2	1
COC(=O)c1cc2ccccc2c([N+](=O)[O-])c1O	8	8	0	11	-5.2	7	0	-13	-3
C=CCn1c(NS(=O)(=O)c2ccccc2)c(S(=O)(=O)c2ccc(C)cc2)c2nc3ccccc3nc21	1	1	3	-1	1.3	1	1	4	0
O=C(c1ccco1)N1CCN(C(=O)c2snc3ccc(Cl)cc23)CC1	0	-4	-5	2	-0.2	-1	3	4	-1
Cc1nn(Cc2ccc(C(=O)NN)o2)c(C)c1Cl	-3	-15	-10	0	2.1	-14	13	9	-1
CC(=O)N1C(c2ccccc2)CC(=O)OC1c1ccc2c(c1)OCO2 (stereo not given)	6	-7	-18	-12	1.0	8	0	-21	-4
COc1ccccc1N1CCN(CCCNC(=O)Nc2ccccc2C)CC1	6	6	4	0	2.9	-2	2	-19	-4
Cc1[nH]c(N=Nc2ccccc2)nc1N=Nc1ccccc1	-6	-15	-10	-5	2.0	-5	1	7	0
CCN1C(=O)[C@H]2[C@@H](c3ccc(-c4ccc(Cl)c(Cl)c4)c(OC)c3)N3CCCC[C@@]3(C(=O)OC)[C@H]2C1=O	2	2	-4	8	3.1	2	1	5	3
CN1CCN(c2ccc(NC(=O)c3ccc(Cl)cc3Cl)cc2)CC1	-3	-2	8	-1	-0.8	-2	2	4	-24
CCSc1nc(-c2ccc(OC)cc2)n(-c2nc3ccccc3s2)n1	8	-2	3	-4	0.8	-2	-1	-11	0
C/C=C1\C(OC2OC(CO)C(O)C(O)C2O)OC=C(C(=O)OC)C1CC(=O)OCC1C(C)C(OC(=O)CC2C(C(=O)OC)=COC(OC3OC(CO)C(O)C(O)C3O)/C2=C\C)CC1C(CO)CO (stereo not given)	0	0	4	-2	-1.8	-1	0	0	2
CC1=C(C/C=C(\C)CCCC(C)CCCC(C)CCCC(C)C)C(=O)c2ccccc2C1=O (stereo not given)	2	-8	2	9	2.5	-4	0	-30	1
CC(=O)N1CCc2cc(NC(=O)C3(C)CCN3Cc3ccc(C(C)C)cc3)ccc21 (stereo not given)	-15	-18	2	4	nt	-10	12	9	-1
Cc1cc(Cl)ccc1OC(C)C(=O)OCC(=O)Nc1ccc2[nH]c(=O)[nH]c2c1 (stereo not given)	-4	-4	0	1	-1.2	1	0	6	3
O=C(NCCC1=CCCCC1)c1cccc2c1C(=O)N(C1CCCCC1)C2	10	2	8	-8	-1.7	2	-1	2	-5
O=C1CC(c2ccccc2)CN1C(=O)c1cncc(Br)c1 (stereo not given)	11	0	-3	6	-4.6	3	2	-9	-1
CCO/C([O-])=N/c1c[n+](N2CCOCC2)no1	0&5	-5&-3	-1&8	5&3	0.1&0.7	-3&2	0&1	-22&-24	1&1
CCN(CC)C(=O)[C@H]1CC(CC(=O)NCCN2CCOCC2)C(=O)N2CCc3c([nH]c4ccc(OC)cc34)[C@]12C (stereo not given in full)	-4	1	-12	-7	-1.9	8	1	4	0
CC(C)c1ccc(OCC(=O)N2CCc3ccccc3C2)cc1	13	-6	2	11	1.4	-7	-2	-23	-5
CCN(CC)c1ccc(/C=N/NC(=O)c2ccccn2)cc1	12	5	2	1	-1.9	0	0	-15	2
O=C(CNC(=O)c1cccs1)N/N=C/c1ccc(Cl)cc1	10	-4	1	9	0.4	6	3	-7	-3
Cc1nc2ccc(NC(=O)c3cc(S(=O)(=O)N4CCOCC4)ccc3C)cc2s1	0	-17	-15	7	-1.4	-4	10	3	4
NNc1ncnc2c1cnn2-c1ccccc1	6	0	-8	-3	-0.1	12	2	-10	-1

(continued)
mol	M1 PAM	M5 PAM	M4 antag	M5 antag	CRFR2-BP ag	M4 PAM	CHRM4 agonist	M1 antag	CHRM5 agonist
C#CCOCCOCCOCCNc1nc(N2CCN(C(=O)[C@H](Cc3cc4ccccc4[nH]3)n3cc(C(N)CC(C)C)nn3)CC2)nc(N2CCN(C(=O)[C@H](CCC(=O)O)n3cc(C(N)[C@H](C)CC)nn3)CC2)n1 (stereo not given in full)	-2	0	-16	9	-1.6	14	2	-1	2
CC(=O)Nc1nc(-c2ccc(Cl)cc2)nc(C)c1C(C)=O	6	1	0	-7	-2.2	4	1	-5	-1
COc1cc(OC)cc(C(=O)N[C@H](C(=O)OCC(=O)N2CCc3ccccc32)C(C)C)c1	10	2	1	3	0.6	-3	0	-11	-8
Cc1cccc(NC(=S)NCCN(C2CCCCC2)C2CCCC2)c1	-12	3	8	-8	1.7	-36	4	11	-15
COc1cc(Cl)c(C)cc1NC(=O)CSc1nnc(-c2ccccn2)n1Cc1ccco1	5	-1	7	2	2.2	13	-1	0	1
Cc1ccc(-c2cc(C(=O)Nc3ccncc3)c3ccccc3n2)cc1	8	4	-7	4	-0.1	4	0	-11	-4
Cc1ccc(NC(=O)CN(C)Cc2cc(=O)n3ccsc3n2)cc1	8	3	-3	1	-0.4	-6	0	-11	2
CCOC=C1C(=O)N(C(C)=O)c2cc(OC)c(OC)cc21	-2	-2	7	10	-2.2	6	-1	-2	1
O=C(c1ccc(NC(=O)C(c2ccccc2)c2ccccc2)cc1)c1ccc(C(=O)O)c(C(=O)O)c1	4	-1	0	3	-0.1	-1	1	-5	-6
Cc1ccc2c(c1)Oc1ccc([N+](=O)[O-])cc1C(=O)N2	4	-5	6	7	0.9	-4	1	-1	1
Cc1ccc2cc(NC(=O)C3(C)CCN(C)C3)ccc2n1 (stereo not given)	11	4	-11	9	nt	5	1	-22	2

Reformatted with values under each structure: part of the list above
Value order – M1 PAM | M5 PAM | M4 antag | M5 antag | CRFR2-BP ag | M4 PAM | CHRM4 agonist | M1 antag | CHRM5 agonist
> C=CCn1c(NS(=O)(=O)c2ccccc2)c(S(=O)(=O)c2ccc(C)cc2)c2nc3ccccc3nc21
    1 | 1 | 3 | -1 | 1.3 | 1 | 1 | 4 | 0
> O=C(c1ccco1)N1CCN(C(=O)c2snc3ccc(Cl)cc23)CC1
    0 | -4 | -5 | 2 | -0.2 | -1 | 3 | 4 | -1
